NCOA1 inh – human NCOA1 inhibition | actives 0.12% (n = 360,000) | HEK293 GAL4-SRC1 luciferase reporter, luminescence | Q15788 | inhibition, % at 3.6 µM | AID 588354;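 active means inhibition above the campaign mean plus 3 SD, with each screening campaign given its own cutoff, cut at about 60% in these data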;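 further: 0% = DMSO treated cells and 100% = gossypol at 36 µM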
TLR9-MyD88 block – inhibitors of human TLR9-MyD88 binding; CHO BLA complementation TLR9-MyD88, CCF4 FRET ratio; inhibition, % at 4.98 µM; actives 0.21% (n = 340,000); AID 504734;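 active means inhibition above the mean over all tested compounds plus 3 SD, cut at about 21% in these data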;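 further: 0% = DMSO only wells and 100% = clavulanate BLA inhibitor control wells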
Target sequence (Q99836 whole entry, looked up): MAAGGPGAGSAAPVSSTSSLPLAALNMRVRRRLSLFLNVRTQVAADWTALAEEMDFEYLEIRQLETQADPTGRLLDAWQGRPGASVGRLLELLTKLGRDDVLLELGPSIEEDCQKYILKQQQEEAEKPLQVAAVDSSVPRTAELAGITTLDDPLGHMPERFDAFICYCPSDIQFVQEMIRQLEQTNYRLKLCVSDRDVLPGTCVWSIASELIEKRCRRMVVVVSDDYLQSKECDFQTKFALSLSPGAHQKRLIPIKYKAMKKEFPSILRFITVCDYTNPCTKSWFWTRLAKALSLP
Target sequence (Q9NR96 whole entry, looked up): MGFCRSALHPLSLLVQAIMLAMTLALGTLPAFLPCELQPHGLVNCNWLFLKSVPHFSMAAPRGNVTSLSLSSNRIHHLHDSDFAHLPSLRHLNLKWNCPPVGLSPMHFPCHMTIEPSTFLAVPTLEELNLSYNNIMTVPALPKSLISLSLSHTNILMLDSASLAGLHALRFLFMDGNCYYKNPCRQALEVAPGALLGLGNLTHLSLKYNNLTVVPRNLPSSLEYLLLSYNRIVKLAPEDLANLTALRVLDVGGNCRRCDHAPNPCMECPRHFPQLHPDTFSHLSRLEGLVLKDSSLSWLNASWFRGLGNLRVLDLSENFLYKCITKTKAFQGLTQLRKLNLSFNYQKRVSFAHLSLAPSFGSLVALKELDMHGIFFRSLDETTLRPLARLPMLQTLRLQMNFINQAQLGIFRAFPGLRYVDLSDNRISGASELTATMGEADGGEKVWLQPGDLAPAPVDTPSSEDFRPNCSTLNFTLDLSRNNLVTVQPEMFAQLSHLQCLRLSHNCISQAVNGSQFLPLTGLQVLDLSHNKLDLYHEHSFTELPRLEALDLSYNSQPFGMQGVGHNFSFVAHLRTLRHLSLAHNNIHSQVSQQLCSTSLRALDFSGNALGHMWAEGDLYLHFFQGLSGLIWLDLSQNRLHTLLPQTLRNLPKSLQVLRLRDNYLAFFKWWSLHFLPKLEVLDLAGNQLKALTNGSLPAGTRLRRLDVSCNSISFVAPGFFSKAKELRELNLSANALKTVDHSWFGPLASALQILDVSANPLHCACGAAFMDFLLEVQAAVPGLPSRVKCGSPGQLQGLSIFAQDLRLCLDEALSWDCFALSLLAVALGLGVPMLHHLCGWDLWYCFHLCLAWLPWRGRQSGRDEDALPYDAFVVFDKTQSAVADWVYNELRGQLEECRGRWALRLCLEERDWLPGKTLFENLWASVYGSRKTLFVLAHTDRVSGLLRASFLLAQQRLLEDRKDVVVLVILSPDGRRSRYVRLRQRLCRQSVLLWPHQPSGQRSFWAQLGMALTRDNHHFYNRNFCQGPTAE
ABHD5-PLIN5 inh – blocks binding of human ABHD5 to perilipin-5; Q00G26+Q8WTS1; Split G. princeps luciferase complementation, luminescence, 4 h; inhibition, % at 4 µM; actives 0.78% (n = 360,000); AID 602281;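 active means inhibition above the mean inhibition across every tested compound plus 3 SD, cut at about 22% in these data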;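 further: 0% = DMSO only wells and the 100% control is not disclosed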
NOD2 RIPK2 PPI – inhibitors of human NOD2-RIPK2 interaction; O43353; actives 0.38% (n = 360,000); CHO BLA complementation NOD2-RIPK2, CCF4 ratio; inhibition, % at 4.98 µM; AID 624267; in the data active means inhibition above about 21%;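 further: 0% = vehicle only and 100% = reference blocker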
NCOA2 inhibitor – inhibits human steroid receptor coactivator 2; actives 0.17% (n = 370,000); inhibition, % at 9 µM; HEK293 GAL4-SRC2 luciferase reporter, luminescence; Q15596; AID 651957;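 active means inhibition above the mean inhibition of all tested compounds plus 3 SD, set per campaign, cut at about 52% in these data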;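 further: 0% = DMSO treated cells and 100% = cells given Gossypol at 36 µM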
Exocytosis inh – blocks lytic granule exocytosis | TALL-104 LAMP-1 surface exposure, flow cytometry; cells stimulated with thapsigargin and PMA | inhibition, % at 10 µM | actives 0.66% (n = 360,000) | AID 651702;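 active means inhibition above about 55%, limit read from the data; inconclusive means no clear call, values can overlap the other calls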
TROY signal inh – blocks TROY-dependent signaling in reporter cells; AID 1347056; inhibition, % at 10 µM; Q293 LMP1-TROYcd NF-kB luciferase reporter, 4 h; actives 0.98% (n = 360,000);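 active means compounds whose plate-normalised and pattern-corrected inhibition of the luciferase reporter signal at the single screening dose is 50% or more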
COUP-TFII inh – blocks human COUP-TFII nuclear receptor; P24468; HEK293T NGFI-A luciferase reporter, luminescence; inhibition, % at 8.6 µM; actives 0.7% (n = 370,000);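 active means inhibition above a per-plate cutoff, mean inhibition of test wells between control levels plus 3 SD, cut at about 38% in these data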;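 further: cells cotransfected with COUP-TFII expression vector driving the NGFI-A reporter; 0% = median of COUP-TF2 test wells and 100% = reporter-only cells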
SRC3 inh – inhibits human SRC3 coactivator. Q9Y6Q9. HEK293 GAL4-SRC3 luciferase reporter, luminescence. inhibition, % at 3.6 µM. actives 0.17% (n = 360,000);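 active means inhibition above a per-campaign cutoff, the mean of all compounds plus 3 SD, cut at about 60% in these data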;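 further: 0% = DMSO-treated cells and 100% = gossypol-treated cells at 36 µM; higher means less SRC3-driven luciferase light from the GAL4 reporter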
TWEAK-Fn14 inh – TWEAK-Fn14 signaling inhibition; TWEAK-stimulated Fn14 reporter cells, luciferase luminescence, 8 h; inhibition, % at 10 µM; actives 2% (n = 360,000); AID 1159606; in the data active means inhibition above about 50%
NR5A2 inv ag – NR5A2 inverse agonism in reporter assay. O00482. HEK293T StAR-luciferase reporter, LRH-1 transfected, 24 h. inhibition, % at 3.6 µM. actives 0.13% (n = 360,000). AID 602396;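 active means inhibition above the mean inhibition of all tested compounds plus 3 SD, cut at about 73% in these data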;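 further: 0% = DMSO wells and 100% = reporter-only cells lacking LRH-1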
* hit, by the source's call; ? = inconclusive; . = no result given. These rows are one share of the data. The share of hits here may be higher or lower than overall.

SMILES	NCOA1 inh	TLR9-MyD88 block	ABHD5-PLIN5 inh	NOD2 RIPK2 PPI	NCOA2 inhibitor	Exocytosis inh	TROY signal inh	COUP-TFII inh	SRC3 inh	TWEAK-Fn14 inh	NR5A2 inv ag
CN(c1nc2ccccc2n2c(C3CC3)nnc12)S(=O)(=O)c1ccccc1	-1	-3	-2	-8	-12	-4	10	13	25	-3	-2
COc1cc(-c2nc(-c3ccc4c(c3)-c3ccccc3S4(=O)=O)c(-c3ccccc3)[nH]2)cc(OC)c1O	-21	4	7	-3	-3	0	-9	-5	-6	59*	-3
CC(=O)Nc1ccc(/C(C)=N/NS(=O)(=O)c2ccccc2)cc1	-15	-7	-2	-3	-11	0	6	-12	-19	-1	6
CCOc1ccccc1N1CC(C(=O)Nc2nccs2)CC1=O (stereo unspecified)	-6	5	-4	-3	-9	-2	14	-8	-21	-8	12
N#Cc1nc(-c2ccccc2F)oc1N1CCCCC1	-9	-4	11	-9	-48	6	0	-33	12	-37	2
CS(=O)(=O)N1CCN(c2ccc(NC(=O)c3ccccc3)cc2)CC1	-97	.	4	-1	-14	1	-36	-21	-87	-7	-49
CCOc1ccc(N2C(=O)c3ccccc3C2O)cc1 (stereo unspecified)	-80	-7	0	-9	-33	2	-63	-38	-84	-5	-74
CC(C)NC(=O)C1CCCN(S(=O)(=O)c2cccc3nonc23)C1 (stereo unspecified)	-40	-1	-2	-4	-23	-1	17	9	-5	16	20
COc1cc(OC)cc(C(=O)NNC(=O)CCc2ccccc2)c1	-4	-2	6	-4	8	-1	6	16	11	5	2
COCCn1c(SCC(=O)Nc2nc(C)c(Cl)cc2Cl)nc2ccccc21	6	2	4	3	-2	0	-6	14	12	-1	-10
Cc1ccc2nc(Cl)c(C3CC(c4ccco4)=NN3C(=O)CCCC(=O)O)cc2c1 (stereo unspecified)	7	-4	-4	4	-6	1	-30	-3	20	-2	-4
COc1cccc(Cn2cnc3c(NS(=O)(=O)c4ccc(Cl)cc4Cl)c(C)c(C)cc32)c1	7	-6	-3	-8	-45	23	29	7	7	28	0
OCCC1CN(Cc2ccccn2)CCN1C1CCCC1 (stereo unspecified)	11	-3	-1	-4	1	4	-7	11	17	4	-18
O=C(Cc1cccc2ccccc12)Nc1ccccc1Br	-11	-6	0	-9	-9	-9	18	10	-3	5	4
Cc1cc(NC(=O)Cc2ccc(Br)cc2)no1	-13	4	5	-2	-9	1	10	1	-5	13	-6
Cc1ccc(C)c2[nH]c(=O)c(CCNC(=O)CC(C)(C)C)cc12	3	-8	4	-8	-3	-1	3	-1	-4	2	5
COc1ccc(N=C2C(=O)N3CCCc4cccc2c43)cc1	0	8	-5	-2	8	-4	-1	3	5	22	4
Cc1ncc([N+](=O)[O-])n1CCOC(=O)Nc1ccc(Cl)c(Cl)c1	8	-13	11	10	2	1	-7	1	7	13	-26
COc1ccc(CCNC(=O)CSc2nc3[nH]ncc3c(=O)n2-c2ccc(C)c(Cl)c2)cc1OC	5	-18	-1	2	10	1	-12	15	12	-21	51
O=c1cc(/C=C/c2cccs2)[nH]c2ccccc12	12	-3	-2	-6	8	-2	9	4	17	-8	10
COc1ccc(S(=O)(=O)N(Cc2cccs2)C2CCCC2)cc1	4	0	2	0	-12	4	-19	-12	8	19	1
FC(F)Oc1ccc(/C=N/n2c(Cc3ccc(Br)cc3)n[nH]c2=S)cc1	6	4	-10	-32	-9	8	-21	-7	12	29	11
CC(=O)N1CCN(c2nc3cc4c(cc3nc2NS(=O)(=O)c2ccccc2)OCCO4)CC1	14	1	-3	-16	-1	2	-5	-6	4	-4	2
OCCNCCOc1ccc(Cl)c(Cl)c1	14	-3	-6	-16	1	7	10	4	35	5	-6
C=CCn1c(=S)[nH]c2cc(C(=O)NCCc3ccc(S(N)(=O)=O)cc3)ccc2c1=O	5	-15	-1	-9	11	-2	-6	-10	-17	13	-2
SMILES	NCOA1 inh	TLR9-MyD88 block	ABHD5-PLIN5 inh	NOD2 RIPK2 PPI	NCOA2 inhibitor	Exocytosis inh	TROY signal inh	COUP-TFII inh	SRC3 inh	TWEAK-Fn14 inh	NR5A2 inv ag
CCn1c(SCC(=O)N2CCCc3ccccc32)nc2ccccc2c1=O	-20	-15	8	-1	-11	2	13	23	8	25	24
CC(C)NC(=S)N/N=C/c1c[nH]c2ccccc12	-81	-4	2	-2	-34	1	-74	-22	-39	4	-70
N#CC1(NC(=O)COC(=O)Cn2[nH]c(=O)c3ccccc3c2=O)CCCCC1	-1	7	3	-3	16	-5	0	8	17	4	23
COc1ccc(CCOC2OC(CO)C(OC(=O)/C=C/c3ccc(O)c(OC)c3)C(O[C@H]3O[C@@H](C)[C@H](O)[C@@H](O)[C@H]3O)C2O)cc1O (stereo partly specified)	-13	-7	-5	0	-2	-6	-7	13	-16	-8	0
CN(Cc1cnn(C)c1)C(=O)C1CCCCC1C(=O)O (stereo unspecified)	-4	-3	4	1	-17	-1	-28	-5	11	-11	-9
CCNc1nc(NCC)n2c(SCC(=O)N3CC4(C)CC3CC(C)(C)C4)nnc2n1 (stereo unspecified)	-17	-2	4	-1	9	5	-22	-8	-6	31	-4
Clc1ccc(-c2csc(N3CCC(c4ccccc4)C3)n2)cc1 (stereo unspecified)	-25	-10	-4	-2	-25	2	-2	-3	-24	1	-6
Cc1csc(SCC(=O)NC(=O)NC(C)C)n1	17	-2	11	3	-29	9	-25	-10	16	-6	-2
Cn1nnnc1SCC(=O)NC(=O)Cc1ccccc1	-10	2	0	-7	12	2	2	-15	19	-4	-1
O=C(c1ccccc1F)N1CCC(N2CCCCCC2)CC1	-18	-17	2	2	3	-2	5	-5	-4	-11	-1
CCCn1cc(S(=O)(=O)CC(=O)Nc2ccc(OCC)cc2)c2ccccc21	-2	-1	-1	-5	-11	-2	8	7	14	-5	21
CCOC(=O)C(C)Sc1nnc(NC(=O)c2cccc([N+](=O)[O-])c2C)s1 (stereo unspecified)	-23	3	-1	5	10	-2	6	3	-16	15	13
CC(C)OC1=CC(=O)OC(c2cccc(Cl)c2)C1 (stereo unspecified)	.	.	-2	4	-14	-3	.	-7	.	.	3
CC(C)CNC(=O)C(=O)NN=C1CCCCCC1	-5	5	3	-3	-29	-2	6	14	2	-4	-4
Cc1cccc(C(=O)N(c2ccccn2)C(C)c2ccco2)c1 (stereo unspecified)	-21	-4	1	-3	-1	4	-18	13	1	-14	5
CN(CC(=O)Nc1sccc1C#N)C1CCCCC1	-20	-3	-10	-2	-13	1	5	13	1	1	10
CCN1C(=O)[C@H]2[C@@H](c3ccc(Cl)cc3)N3C(=O)CN(CCOC)C(=O)[C@@]3(C)[C@H]2C1=O	4	1	5	2	-10	-2	-1	2	-9	1	2
O=C(O)/C=C/C(=O)N1CCN(Cc2ccc3c(c2)OCO3)CC1	3	7	4	0	-19	-7	10	-15	-3	6	13
O=C(NCC1CCCO1)/C(=C\c1ccccc1F)NC(=O)c1ccccc1 (stereo unspecified)	-12	12	3	-13	1	-2	-22	0	-22	3	11
CN(Cc1ccc(F)cc1)S(=O)(=O)c1nnc(NC(=O)c2ccccc2)s1	-1	12	-2	-3	-10	7	34	8	-6	1	-7
Cc1cccc(C)c1-n1c(C)cc(/C=N/NC(N)=S)c1C	-13	-6	-9	0	-1	-4	-1	-1	-9	27	-29
Cc1cc(C)n(-c2nc3c(c(=O)[nH]c(=O)n3C)n2C(C)C)n1	-13	-2	3	2	-3	-2	-9	-6	-5	-9	-11
Fc1ccc(CN(Cc2ccccc2)C(c2cccs2)c2nnnn2C2CCCCC2)cc1 (stereo unspecified)	2	0	-1	-2	14	2	-6	-7	22	4	5
COc1cccc2[nH]c(C(=O)NCCc3ccccc3)cc12	-48	-1	-3	-1	-49	-7	-25	-44	-37	-3	-47
CC(C)OC(=O)CC1C(=O)NCCN1C(=S)NC(=O)c1cccs1 (stereo unspecified)	-6	-1	-3	-8	9	-3	-5	15	5	-1	15
SMILES	NCOA1 inh	TLR9-MyD88 block	ABHD5-PLIN5 inh	NOD2 RIPK2 PPI	NCOA2 inhibitor	Exocytosis inh	TROY signal inh	COUP-TFII inh	SRC3 inh	TWEAK-Fn14 inh	NR5A2 inv ag
CCSC1=C(C#N)C2(CCCCC2)C(C#N)C(=O)N1 (stereo unspecified)	-13	-2	3	-1	2	1	10	-5	-15	-70	-5
O=C(Cc1ccc(Cl)cc1)Nc1cccc(C(=O)Nc2ccccc2C(=O)O)c1	-25	-11	-8	-3	-4	0	13	14	11	6	16
Cc1ccc(C(=O)C(C)OC(=O)CN2C(=O)NC3(CCCC3)C2=O)cc1C (stereo unspecified)	5	5	-8	-9	1	-4	18	24	-39	15	7
CC(OC(=O)c1ccco1)C(=O)Nc1nc(-c2ccccc2)cs1 (stereo unspecified)	-52	-9	-1	-15	-47	-1	-21	-7	-48	2	-82
COc1ccc(N(CC(=O)NC2CCCC2)C(=O)CCC(=O)Nc2nc(C)cs2)cc1OC	5	3	-10	-3	-3	2	4	1	8	10	-12
O=C1Nc2ccccc2C(O)(C(=O)N2CCCCC2)N1c1ccccc1 (stereo unspecified)	15	-3	4	3	5	?	10	15	17	-15	20
CC1=C(C(=O)Nc2ccccc2C(=O)N2CCC(C)CC2)SCCO1	-2	-10	2	6	25	-2	2	21	-13	2	-2
COc1cc(C=O)ccc1OCC(=O)NC(C)(C)C	-14	-7	-3	-5	-4	0	-18	2	3	3	-9
Cc1ccc(Cc2cnc(NC(=O)/C(C#N)=C/c3ccc(-c4ccc([N+](=O)[O-])cc4)o3)s2)cc1	-11	1	0	-7	10	-2	-4	-19	7	-18	-2
Cc1cc(OCn2ccc(C(=O)O)n2)ccc1Cl	-2	2	-2	-15	-6	1	.	-2	-15	-9	1
Cc1cccc(NC(=O)c2nc[nH]c2C(=O)N[C@@H](CC(C)C)C(=O)OC(C)(C)C)c1	9	-14	-3	-3	-1	-1	-3	4	8	-15	10
CCOC(=O)N1CCC(NC(=O)CN(C)S(=O)(=O)c2cc3c(cc2Cl)NC(=O)CO3)CC1	-28	-2	1	-28	-8	0	12	-5	15	5	-27
Cc1ccc(N2CC(NS(=O)(=O)c3cc(F)ccc3F)CC2=O)cc1C (stereo unspecified)	-20	2	6	-2	8	-4	12	15	5	9	-35
CCOC1=C2[C@H](c3ccccc3)N(S(=O)(=O)c3ccc(C)cc3)C[C@H]2n2c(=O)n(-c3ccccc3)c(=O)n2C1	-5	.	-10	-14	10	4	5	5	9	13	-19
O=C(O)CC/C(=C\c1ccc2c(c1)OCO2)c1nc2ccccc2s1	8	10	-3	-6	-6	-11	17	-13	-7	13	15
Cc1ccc(CNC(=O)C2CCCN2C(=O)Nc2ccc(C)cc2)cc1 (stereo unspecified)	-1	2	0	-9	-4	-14	-13	0	-9	0	-14
O=C(CN1C(=O)NC2(CCCC2)C1=O)N1CCc2ccccc2C1	-13	-2	-3	-12	-12	1	-17	-5	-1	-6	-18
Cc1ccccc1N1C(=O)CC(Nc2ccc3c(c2)OCO3)C1=O (stereo unspecified)	2	-3	-1	1	12	0	-5	2	3	2	-4
O=C1CCCC(=O)C1C1c2ccccc2CCN1C(=O)CCl (stereo unspecified)	-7	.	14	-4	-13	-5	-1	-16	5	4	4
CCCCN(C(=O)CSc1nnc(Nc2ccc(C)c(C)c2)s1)c1c(N)n(Cc2ccccc2)c(=O)[nH]c1=O	-32	-10	3	0	-32	7	-50	5	-11	-11	-51
